Bioassay records (PubChem)
GSK3 alpha inh: human GSK-3 alpha kinase inhibition. P49840. 0.1% of 320,000 active. ADP-Glo luminescence, 60 min. inhibition, % at 10 µM. AID 2650;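 in the data active means inhibition above about 50%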;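 further: GST-tagged GSK-3 alpha with peptide substrate and 25 µM ATP; 0% = DMSO neutral wells and 100% = GW8510 positive control wells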
KCNQ1 pot: potentiators or activators of human KCNQ1 potassium channel | P51787 | CHO-K1 KCNQ1, thallium flux FluxOR fluorescence; stronger effect = higher value | B-score at 10 µM | 0.35% of 310,000 active | AID 2648;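 active means fluorescence ratio B-score, a plate-corrected score, at least three library SD, with initial intensity B-score within 5 SD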
Target sequence (P51787 whole entry, looked up): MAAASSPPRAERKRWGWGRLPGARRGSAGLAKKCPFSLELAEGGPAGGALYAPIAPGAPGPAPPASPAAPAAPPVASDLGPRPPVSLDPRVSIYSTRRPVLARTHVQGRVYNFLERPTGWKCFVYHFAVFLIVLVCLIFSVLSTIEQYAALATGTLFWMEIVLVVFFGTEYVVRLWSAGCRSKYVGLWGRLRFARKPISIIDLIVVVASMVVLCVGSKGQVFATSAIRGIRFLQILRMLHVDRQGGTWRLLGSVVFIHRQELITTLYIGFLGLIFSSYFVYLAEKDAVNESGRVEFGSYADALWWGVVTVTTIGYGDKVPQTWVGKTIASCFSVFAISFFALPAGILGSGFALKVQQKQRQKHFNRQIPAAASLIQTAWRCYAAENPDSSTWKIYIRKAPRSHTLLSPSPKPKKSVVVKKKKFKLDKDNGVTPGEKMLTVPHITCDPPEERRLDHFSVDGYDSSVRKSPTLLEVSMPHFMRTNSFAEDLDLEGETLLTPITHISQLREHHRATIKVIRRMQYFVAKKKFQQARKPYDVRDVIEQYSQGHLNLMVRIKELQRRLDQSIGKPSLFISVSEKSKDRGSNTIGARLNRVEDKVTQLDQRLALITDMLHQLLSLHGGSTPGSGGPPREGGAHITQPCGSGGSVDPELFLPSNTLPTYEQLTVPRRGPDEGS
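Assay system: CHO-K1 cells stably expressing KCNQ1; Medium: assay buffer with matched DMSO; Also added: K+/Tl+ depolarizing stimulus; Dosing: single dose; Timing: dye 90 min, compound 20 min, room temperature; Measured by: kinetic FluxOR thallium fluorescence, 10-s 1-Hz baseline, 110-s post-stimulus read; Read-out: peak-minus-minimum fluorescence over initial fluorescence, negative-control normalized, B-scored.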
hERG rescue: compounds protecting human hERG from proarrhythmic drug block; Q12809; CHO-hERG, FluxOR thallium flux, dofetilide IC70 present; activation (rescue from dofetilide block), less the hit threshold, % at 10 µM; 0.51% of 310,000 active; AID 1511;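 active means activation above the mean of controls blocked by dofetilide plus 5 SD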;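 further: thallium influx through hERG after potassium depolarization seen as dye fluorescence rise; in these data hits start at about 4.7%; inactives centre near -7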
GSK3B inh: inhibitors of human GSK3beta kinase | P49841 | activity score (negative = inhibition), % at 10 µM | 0.038% of 300,000 active | AID 2097 | GST-GSK3beta kinase, ADP-Glo luminescence, 60 min; stronger effect = lower value;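 active means more than half of replicate wells score below -50%, meaning over 50% inhibition versus plate controls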;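 further: 0% = median DMSO wells and -100% = median GW8510 positive control wells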
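Test system: GST-tagged human GSK3beta kinase, cell-free; evaluation: activity score scaled between in-plate DMSO and GW8510 controls; measured by: ADP-Glo luminescence; incubation: 60 min reaction, RT; benchmarks: DMSO and 20 µM GW8510; reagent: peptide substrate plus 25 µM ATP (final); medium: Tris/MgCl2 kinase buffer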
PolyA inh: blocks polyadenylation in yeast reporter cells | S. cerevisiae SKY197-pL101 polyadenylation reporter, beta-gal luminescence; efflux-impaired pdr1/pdr3 knockout yeast; score 100 = 6 SD above DMSO | calls only at 12 µM | 0.02% of 300,000 active | AID 1875;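 active means lowest replicate activity score at least 50, where 100 means six control SD above control mean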;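 further: yeast exposed to compound for 9 h at 30 °C; higher score means more reporter readthrough which indicates perturbed polyadenylation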
HDAC3 inhib: inhibitors of human histone deacetylase 3; recombinant HDAC3, fluorogenic peptide/trypsin coupled, fluorescence; inhibition, % at 8.3 µM; 0.15% of 320,000 active; in the data active means inhibition above about 26%, passing the limit was not always enough
KCNQ1 inh: blocks the human KCNQ1 potassium channel; P51787; CHO-K1 KCNQ1, FluxOR thallium flux fluorescence; stronger effect = higher value; B-score at 10 µM; 1.3% of 310,000 active;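 active means compounds whose thallium flux B-score, printed positive for inhibition, exceeds three library SD while starting fluorescence stays within three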;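 further: channel opened by potassium depolarization with thallium stimulus after 20 min compound exposure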
KCNK3 inh: human KCNK3 channel inhibition, primary screen; B-score at 10 µM; O14649; 0.84% of 340,000 active; CHO-KCNK3 thallium flux, FluxOR fluorescence; stronger effect = lower value;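 active means B-score under library mean minus 4 SD, starting fluorescence ratio at most library mean plus 5 SD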;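 further: more negative B-score means stronger inhibition of thallium flux through KCNK3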
DYRK1A inh: inhibitors of rat Dyrk1A kinase; inhibition, % at 12.5 µM; AID 504441; 0.43% of 310,000 active; ADP-Glo luminescence, NFATc1 peptide; in the data active means inhibition above about 50%;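 further: plate controls were vehicle with enzyme for no effect and no enzyme for full effect; many of its hits are not listed in these tables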
RGS4 act: RGS4 potentiation or activation. HEK293 M3R/inducible RGS4, carbachol calcium flux Fluo4; stronger effect = lower value. B-score at 10 µM. 0.92% of 310,000 active. AID 463111;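 active means B-score of the integrated calcium signal more than 4 SD below the library mean, with starting fluorescence not abnormally high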;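 further: negative B-score means reduced calcium response which marks RGS4 activation or potentiation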
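Reagent: ECmax carbachol challenge; Test system: M3R-expressing HEK293 line, RGS4 induced by doxycycline; Schedule: overnight RGS4 induction, 30 min dye load 37 °C, 20 min compound RT; Detection: calcium dye Fluo4 fluorescence; Read-out: Agonist-evoked peak-minus-minimum fluorescence over baseline, integrated ratio, B score.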
KCNK9 inh: human KCNK9 channel inhibition; B-score at 10 µM; AID 488922; 1.2% of 310,000 active; HEK293 KCNK9, FluxOR thallium flux fluorescence; stronger effect = lower value;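 active means ratio B-score over 3 SD below the library mean, with starting fluorescence within 5 SD of its mean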;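 further: negative B-score means less thallium flux so channel inhibition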
Target sequence (Q9NPC2 whole entry, looked up): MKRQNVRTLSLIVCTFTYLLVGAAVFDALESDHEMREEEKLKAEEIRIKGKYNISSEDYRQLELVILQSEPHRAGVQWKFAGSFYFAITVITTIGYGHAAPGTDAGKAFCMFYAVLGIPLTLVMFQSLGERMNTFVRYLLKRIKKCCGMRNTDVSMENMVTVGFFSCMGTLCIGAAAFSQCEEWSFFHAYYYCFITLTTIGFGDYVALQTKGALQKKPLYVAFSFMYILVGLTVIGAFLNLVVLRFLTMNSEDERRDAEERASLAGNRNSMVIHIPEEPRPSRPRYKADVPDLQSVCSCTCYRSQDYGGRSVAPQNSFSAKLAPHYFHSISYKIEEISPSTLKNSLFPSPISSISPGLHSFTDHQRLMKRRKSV
Numbers without * were called inactive; i = inactive; / = not tested or not shown. A portion of the library. The share of hits here may be higher or lower than overall.

SMILES	GSK3 alpha inh	KCNQ1 pot	hERG rescue	GSK3B inh	PolyA inh	HDAC3 inhib	KCNQ1 inh	KCNK3 inh	DYRK1A inh	RGS4 act	KCNK9 inh
O=C(Cc1ccccc1)NCC(=O)Nc1ccc(OC(F)(F)F)cc1	-2	i	-6	3	i	4	i	i	-4	i	i
COc1ccccc1CNS(=O)(=O)CCNC(=O)c1ccccc1	0	i	-14	-2	i	-1	i	i	8	i	i
O=C(NCCc1ccccc1)C1CC(=O)N(C2CCCCC2)C1 (configuration not stated)	-2	i	-13	0	i	-5	i	i	1	i	i
CCn1nnc(-c2ccccc2NC(=O)c2cnccn2)n1	-1	i	-2	4	i	-3	i	i	27	i	i
O=C1/C(=C/c2ccc(O)cc2)COc2ccccc21	2	i	-9	/	i	6	i	i	0	i	i
O=C(O)CCN1CCN(S(=O)(=O)c2ccc3ccccc3c2)CC1	2	i	-12	-2	i	12	i	i	-5	i	i
O=C(Cn1sc2ccccc2c1=O)NC12CC3CC(CC(C3)C1)C2	0	i	-7	-1	i	10	i	i	6	i	i
O=C(c1cccc(-n2cnnn2)c1)N1CCOCC1	-3	i	-5	2	i	1	i	i	-1	i	i
CCn1c(/C=N/NC(=O)c2ccc(OC)cc2)nc2ccccc21	11	i	-6	-11	i	-19	i	i	3	i	i
CCOc1ccc2nc(N3CCCC(C(=O)NCCCN4CCCCC4)C3)sc2c1 (configuration not stated)	2	i	-13	-9	i	0	i	i	-4	i	i
CCc1[nH]nc(C(=O)N/N=C/c2ccncc2)c1C	0	i	-12	1	i	-1	i	i	6	i	i
CCCNC(=O)N1CCN(C(=O)NCCC)CC1	0	i	-8	2	i	1	i	i	-1	i	i
Cc1cc(C(=O)CCC(=O)Nc2ncccc2C)c(C)s1	-2	i	-17	0	i	0	i	i	-2	i	i
CCCCCC(=O)Nc1ccc(N2CCN(CC)CC2)c(Cl)c1	0	i	-16	5	i	8	i	i	7	i	i
CCC(C(=O)NCCCN1CCCCCC1)n1nc(C)c2sc3ccccc3c2c1=O (configuration not stated)	0	i	-5	-5	i	-2	i	i	-4	i	i
O=C1CSC(c2cccnc2)N1Cc1cccnc1 (configuration not stated)	0	i	-3	0	i	4	i	i	-3	i	i
CCOC(=O)C1CCN(C(=O)CCc2ccccc2)CC1	0	i	-7	10	i	0	i	i	-54	i	i
CCOc1ccc(S(=O)(=O)NCc2cccnc2)cc1C(C)C	-2	i	-8	2	i	-4	i	i	-2	i	i
Cc1cccc(N(C(=O)c2sc(C)nc2C)C(C(=O)NCc2ccco2)c2ccccc2)c1 (configuration not stated)	-5	i	-7	0	i	1	i	i	4	i	i
O=c1[nH]c(Cc2ccccn2)nc2scc(-c3ccc(Cl)cc3)c12	-2	i	-10	2	i	3	i	i	2	i	i
CCOC(=O)c1sc2ccc(S(=O)(=O)N3CCCCC3)cc2c1N	-5	i	-11	1	i	-5	i	i	14	i	i
CC(=O)Nc1ccc(NC(=O)Cc2sc(-c3cccnc3)nc2-c2ccc(C)cc2)cc1	-2	i	-8	0	i	6	i	i	-3	i	i
CC(C)C(=O)Nc1cccc(-c2nc3ccccc3o2)c1	-1	i	-12	6	i	0	i	i	-1	i	i
Cn1c(=O)c2[nH]c(-c3ccccc3)c(O)c2n(C)c1=O	/	i	-11	10	i	/	7*	i	5	i	i
CCN(CC)CCNC(=S)Nc1ccc2nc(N3CCCC3)cc(C)c2c1	-1	i	-6	3	i	/	i	i	-1	i	-9.4*
CCNc1nc(OC)nc(SCC(=O)Nc2ccccc2)n1	-3	i	-17	0	i	-1	i	i	10	i	i
Cc1cc(N2CCC(C(=O)NC3CC3)CC2)nc(-c2ccccc2)n1	1	i	-7	/	i	3	i	i	1	i	i
Cc1ccc(-c2cc(C(=O)NCc3cn(C)nc3C)c3cc(Br)ccc3n2)cc1	2	i	-2	-1	i	-16	i	i	0	i	i
CC(=O)C1=C(O)C(=O)N(c2ccc(O)cc2)C1c1ccc(Cl)cc1 (configuration not stated)	-6	i	2	1	i	3	i	i	-5	i	i
Fc1cnc(N2CCN(c3ccccc3)CC2)nc1N1CCN(c2ccccc2)CC1	1	i	-12	4	i	-13	i	i	0	i	i
O=C(Nc1ccc(F)cc1F)c1noc2c1CCC2	/	i	-8	-12	i	9	i	i	1	i	i
COc1ccc(C(=O)NC(=S)N2CCC(C)CC2)cc1	-1	i	8.2*	-3	i	-1	i	i	-3	i	i
CCOc1ccc(C(=O)Nc2nnc(C(C)C)s2)cc1OCC	-2	i	-4	3	i	3	i	i	2	i	i
CCCS(=O)(=O)N1CCC(C(=O)NCCc2ccc(OC)c(OC)c2)CC1	0	i	1	-1	i	-4	i	i	-4	i	i
COc1ccccc1CCNC(=O)CNC(=O)Cc1cccc2ccccc12	6	i	-8	-2	i	-4	i	i	-4	i	i
CN(C)c1ccc(/C=N/NC(=O)c2ccccc2Cl)cc1	/	i	-7	-4	i	10	i	i	-6	i	i
COc1ccc(N(CC(=O)Nc2ccc3c(c2)OCCO3)S(C)(=O)=O)c(OC)c1	3	i	-4	1	i	-2	i	i	1	i	i
CCCn1c(Sc2nc3c(c(=O)[nH]c(=O)n3C)n2CCC)nc2c1c(=O)[nH]c(=O)n2C	1	i	-6	-2	i	-8	i	i	3	i	i
O=C1CC2(CCCCCC2)Oc2ccccc21	2	i	2	-1	i	-3	i	i	1	i	i
O=C(O)CC1(CC(=O)NCc2ccc(F)cc2)CCCCC1	-1	i	-5	4	i	1	i	i	-1	i	i
Cc1cc2cc(CNC(=S)NC3CCCCC3)ccc2[nH]1	-1	i	-13	-1	i	2	i	i	-3	i	i
COc1ccc(OCC(=O)Nc2ccc3c(c2)nc(CCN2CCN(C)CC2)n3C)cc1	-9	i	-7	-2	i	-2	i	i	-2	i	i
O=C(c1cc(S(=O)(=O)N2CCC3(CC2)OCCO3)ccc1F)N1CCCCC1	0	i	-2	2	i	-5	i	i	/	i	i
Cc1ccc(-c2n[nH]c(Cc3ccccc3)n2)cc1	-10	i	-4	-2	i	5	i	i	-1	i	i
CC(=O)Nc1c(O)nc(SC/C=C/CSc2nc(O)c(NC(C)=O)c(=O)[nH]2)[nH]c1=O	1	i	-11	1	i	3	i	i	5	i	i
COc1ccccc1C(=O)Oc1cc(C)[nH]c(=O)c1[N+](=O)[O-]	1	i	-9	0	i	/	i	i	-3	i	i
O=S(=O)(c1ccc2ccccc2c1)N1C=CC(C(F)(F)F)=NCC1	-1	i	-9	-3	i	3	i	i	-7	i	i
O=C(CN1CCSC1=NCc1ccccc1)c1ccccc1	-2	i	-2	0	i	-2	i	i	3	i	i
CC(/C=N/n1cnnc1)=C\c1ccccc1	-4	i	-4	5	i	0	i	i	1	i	i
CCOC(=O)Cc1c(C)nc2c(-c3ccc(Cl)cc3)cnn2c1C	-2	i	-1	-2	i	1	i	i	2	i	i
Cc1cnc([N+](=O)[O-])n1CCOC(=O)NC(=O)c1c(F)cccc1F	-2	i	-9	-5	i	3	i	i	/	i	i
COc1ccccc1NC(=O)CSc1nnc2ccc(-c3ccccn3)nn12	0	i	-14	0	i	5	i	i	4	i	i
CCCn1c(C2CCCN2c2nc(-c3cccc(Br)c3)cs2)nc2ccccc21 (configuration not stated)	2	i	-8	0	i	-2	i	i	0	i	i
CCCN1C(=O)/C(=C/c2ccc(N3CCOCC3)cc2)NC1=S	0	i	-23	-24	i	11	i	i	4	i	i
CSc1nccc(-c2sc(SC)c(C#N)c2-c2ccccc2)n1	-1	i	-5	3	i	2	i	i	/	i	i
COc1ccccc1-n1c(SCC(=O)N2CCOCC2)nc2cccnc21	-1	i	-7	-1	i	5	i	i	-6	i	i
Cc1cc(OCC(=O)NCCCN2CCOCC2)cc(C)c1Cl	/	i	-11	-3	i	6	i	i	-3	i	i
C[C@@H](C(=O)Nc1ccc2ccccc2c1)[C@@H]1C[C@@]1(C)[C@@H](NC(=O)OCc1ccccc1)c1ccccc1	-4	i	-6	1	i	5	i	i	6	i	i
S=C1NCCOCCOCCNC(=S)N2CCOCCOCCN1CCOCCOCC2	-5	i	-5	0	i	-7	i	i	7	i	i
COC(=O)c1ccc(NC(=S)Nc2ccc(O)cc2)cc1	-2	i	-9	-3	i	-8	i	i	-6	i	i
Continued:
SMILES	GSK3 alpha inh	KCNQ1 pot	hERG rescue	GSK3B inh	PolyA inh	HDAC3 inhib	KCNQ1 inh	KCNK3 inh	DYRK1A inh	RGS4 act	KCNK9 inh
Cc1ccc(NS(=O)(=O)c2ccc(-c3cnc(C4CC4)o3)cc2)c(C)c1	-1	i	-6	1	i	3	i	-10*	-2	i	i
COc1cccc(NC(=O)c2ccc(N3C(=O)C4CC=CCC4C3=O)cc2)c1 (configuration not stated)	-3	i	-4	-2	i	-3	i	i	10	i	i
O=C(NCCN1CCOCC1)c1cc2ccccc2o1	-1	i	-2	-4	i	3	i	i	-1	i	i
O=C(N/N=C/c1cccc2nccnc12)c1ccccc1O	0	i	-9	-2	i	21	i	i	13	i	i
O=C(NCc1ccccc1)c1cccnc1N1CCOCC1	18	i	-7	3	i	-5	i	i	-2	i	i
Cc1ccc(NC(=O)CNC(=O)Cn2cnc3sc(C)c(C)c3c2=O)cc1F	-1	i	-5	-1	i	1	i	i	2	i	i
CCCCN1C(=O)C(NC(=O)CC(C)C)(C(F)(F)F)C2=C1CC(C)(C)CC2=O (configuration not stated)	-2	i	-3	-4	i	1	i	i	5	i	i
O=c1[nH]c(=O)n(C2CCCO2)cc1F (configuration not stated)	0	i	-6	0	i	0	i	i	-10	i	i

4 compounds from above, reduced to KCNK9 inh:
| SMILES | KCNK9 inh |
| --- | --- |
| COc1cccc(NC(=O)c2ccc(N3C(=O)C4CC=CCC4C3=O)cc2)c1 (configuration not stated) | i |
| O=C(NCCN1CCOCC1)c1cc2ccccc2o1 | i |
| O=C(N/N=C/c1cccc2nccnc12)c1ccccc1O | i |
| O=C(NCc1ccccc1)c1cccnc1N1CCOCC1 | i |
